# Assay outcomes as filed in PubChem.
# CIT2 TOR yeast: alters CIT2-GFP fluorescence in TOR pathway yeast screen; 0.065% of 320,000 active; GFP response vs DMSO, % at 10 µM; S. cerevisiae CIT2-GFP strain, flow cytometry, 3 h; 100 means same as DMSO wells; AID 2029;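 active = GFP response relative to DMSO above a set limit, near the screen mean plus 3 SD, cut at about 150% in these data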;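 note: ratio of well median GFP fluorescence to mean of DMSO wells on the plate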
# AGP1-GFP MLPCN: modulators of TOR pathway AGP1-GFP in S. cerevisiae; S. cerevisiae AGP1-GFP multiplex flow cytometry, 3 h; GFP as percent of DMSO wells; GFP response vs DMSO, % at 10 µM; 0.02% of 320,000 active;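 active = GFP response relative to DMSO above a set limit, near screen average plus 3 SD, cut at about 150% in these data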;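 note: median GFP channel fluorescence of the gated AGP1 strain per well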
# VLA-4 inh: inhibition in a human VLA-4 binding assay; 0.2% of 330,000 active; VLA-4 expressing cells, ligand binding flow cytometry; P13612; inhibition, % (about 7 µM as worked out from the volumes in the protocol); AID 2557; in the data active = inhibition above about 50%
# Target sequence (P13612 whole entry, looked up): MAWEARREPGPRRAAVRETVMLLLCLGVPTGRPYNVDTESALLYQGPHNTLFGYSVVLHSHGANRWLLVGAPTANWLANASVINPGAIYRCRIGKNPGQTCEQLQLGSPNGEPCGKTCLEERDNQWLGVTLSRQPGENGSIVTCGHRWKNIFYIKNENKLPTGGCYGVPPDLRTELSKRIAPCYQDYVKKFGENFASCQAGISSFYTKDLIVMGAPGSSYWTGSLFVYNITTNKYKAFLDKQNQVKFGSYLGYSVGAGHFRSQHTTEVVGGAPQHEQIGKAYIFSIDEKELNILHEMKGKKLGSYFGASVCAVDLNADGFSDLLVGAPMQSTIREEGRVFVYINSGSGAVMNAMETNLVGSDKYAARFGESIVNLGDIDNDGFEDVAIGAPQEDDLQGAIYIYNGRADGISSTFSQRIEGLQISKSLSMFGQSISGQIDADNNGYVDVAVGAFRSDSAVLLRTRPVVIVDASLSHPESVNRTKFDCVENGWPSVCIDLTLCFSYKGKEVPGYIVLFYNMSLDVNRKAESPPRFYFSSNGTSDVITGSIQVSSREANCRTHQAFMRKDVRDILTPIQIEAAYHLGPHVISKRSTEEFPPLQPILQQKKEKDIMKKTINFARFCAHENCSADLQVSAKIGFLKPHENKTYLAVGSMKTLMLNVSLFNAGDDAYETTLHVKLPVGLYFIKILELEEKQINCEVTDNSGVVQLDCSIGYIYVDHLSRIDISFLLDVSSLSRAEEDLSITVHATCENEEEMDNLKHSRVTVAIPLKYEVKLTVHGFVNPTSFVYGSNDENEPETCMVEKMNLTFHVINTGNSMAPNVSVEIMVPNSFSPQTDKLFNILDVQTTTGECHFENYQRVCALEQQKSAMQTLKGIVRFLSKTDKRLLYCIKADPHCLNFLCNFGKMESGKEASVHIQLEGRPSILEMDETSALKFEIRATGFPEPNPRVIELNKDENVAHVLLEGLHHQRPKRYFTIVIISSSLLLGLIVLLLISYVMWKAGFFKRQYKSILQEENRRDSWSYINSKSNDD
# LAP4 TOR yeast: modulators of TOR pathway LAP4-GFP in S. cerevisiae. S. cerevisiae LAP4-GFP multiplex, flow cytometry GFP, 3 h; median GFP as percent of DMSO wells. GFP response vs DMSO, % at 10 µM. 0.34% of 320,000 active. AID 2023;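 active = GFP response vs DMSO above a set limit, about the screen mean plus 3 SD, cut at about 150% in these data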
# MEP2 TOR yeast: alters MEP2-GFP fluorescence in TOR pathway yeast screen | GFP response vs DMSO, % at 10 µM | S. cerevisiae MEP2-GFP strain, flow cytometry GFP, 3 h; 100% = DMSO control level | AID 2016 | 0.51% of 330,000 active;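 active = GFP response versus DMSO above a set limit, roughly screen mean plus 3 SD, cut at about 180% in these data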;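 note: median GFP fluorescence of the barcode-gated MEP2-GFP cells per well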
# GRK2 inh: inhibitors of human GRK2 displacing RNA aptamer. P25098. inhibition of aptamer binding, % at 10 µM. AID 488847. bead flow cytometry, FAM-aptamer displacement from GRK2. 0.59% of 330,000 active;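 active = inhibition of aptamer binding above 40%, roughly 3 SD of noise, on plates passing a quality check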;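 note: median bead fluorescence of bound FAM aptamer so fluorescent compounds give negative values; no value below 0 was filed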
# RPL19A TOR yeast: alters RPL19A-GFP fluorescence in TOR pathway yeast screen. S. cerevisiae RPL19A-GFP strain, flow cytometry, 3 h; hits give low values. percent response vs DMSO, % at 10 µM. 0.3% of 330,000 active;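 active = percent response vs DMSO below 50%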;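 note: median channel GFP fluorescence of the barcoded RPL19A-GFP strain; ratio of sample median GFP to plate DMSO average so 100% = DMSO; lower means less RPL19A-GFP as with rapamycin TOR inhibition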
# GASC-1 inh: inhibitors of human GASC-1 (JMJD2C) demethylase | GST-JMJD2C(1-420) H3K9me3 demethylation, DELFIA europium | 0.069% of 330,000 active | Q9H3R0 | inhibition, % at 2.35 µM;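 active = more than half of a compound's replicate wells show inhibition beyond 50%, single wells judged on their own value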;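 note: signal counts dimethyl H3K9 product captured on neutravidin plate; 0% = median of DMSO wells and 100% = 0.3 times that DMSO median; strong numbers were not always called active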
# An asterisk follows results filed as active; / = no result given. Not a hit list; 1.7% or so of the library scored in one or more.
SMILES,CIT2 TOR yeast,AGP1-GFP MLPCN,VLA-4 inh,LAP4 TOR yeast,MEP2 TOR yeast,GRK2 inh,RPL19A TOR yeast,GASC-1 inh
COC(=O)[C@@]12CCCCN1[C@H](c1ccc(-c3cccc(Cl)c3)c(OC)c1)[C@@H]1C(=O)N(C)C(=O)[C@@H]12,93,94,30,102,97,0,105,-2
CCOc1ccc(OCc2cccc(C(=O)N(CC)CC)c2)cc1,100,101,16,97,107,0,105,2
CCOc1ccc(NC(=O)C2CCCCN2S(=O)(=O)c2ccccc2)cc1 (stereo unspecified),115,100,8,85,106,0,102,-3
O=C1CC(c2ccccc2)C(C(=O)O)N1 (stereo unspecified),101,102,0,103,104,1,100,6
CN1CCN(c2nc(-c3ccc(Cl)c(Cl)c3)nc3ccccc23)CC1,95,103,28,105,107,0,101,-5
CCOc1ccc(NC(=O)C2CCC(N3C(=O)C4CC=CCC4C3=O)CC2)cc1 (stereo unspecified),106,114,8,121,121,3,115,-10
C/C(=N\NC(=O)c1ccncc1)c1ccc(N2CCOCC2)cc1,88,91,4,92,95,0,96,7
Cc1ccccc1NC(=O)NCCc1c[nH]c2ccccc12,100,99,1,97,104,0,99,-5
COc1ccc2c(c1)C1C=CCC1C(c1cc3c(cc1Br)OCO3)N2 (stereo unspecified),90,88,-9,93,98,2,88,-1
COc1ccccc1OCCC(=O)OCC(=O)Nc1cc(S(=O)(=O)N2CCOCC2)ccc1Cl,95,100,14,101,93,0,94,11
Cc1nc(-c2nnc(SCC(=O)Nc3cc(C(F)(F)F)cc(C(F)(F)F)c3)n2C)cs1,86,100,-2,101,87,0,91,1
Cc1ccc2c(c1)nc(NCCO)n2C,91,90,4,83,87,2,91,27
Cc1ccc(-c2nnn(CC(=O)N(Cc3cccs3)C(C(=O)NCC3CCCO3)c3ccco3)n2)o1 (stereo unspecified),105,102,1,94,105,0,101,12
CN1C(C(=O)N2CCc3ccccc3C2)=CC(c2ccc(F)cc2)=NS1(=O)=O,99,104,-1,106,116,0,100,-26
COc1cc(C(=S)NCc2ccccc2)cc(Br)c1O,88,92,0,110,100,0,95,2
Cc1cc(CN2C(=O)c3ccccc3C2=O)no1,104,103,23,97,106,0,104,14
O=C1CCCc2ccccc2N1Cc1ccc(Cl)cc1Cl,87,89,12,107,100,3,93,10
Cc1ccc(N2C(=O)c3ccccc3C2C(=O)c2cc(C)ccc2O)cc1 (stereo unspecified),93,99,18,102,103,0,95,-8
COc1ccccc1N1CCN(C2CCN(S(=O)(=O)c3ccc(NC(C)=O)cc3)CC2)CC1,100,95,5,95,97,0,96,-28
CCn1c(SC)nnc1C1CCN(S(=O)(=O)c2ccc(OC)cc2)CC1,102,/,-5,107,109,0,105,-9
COc1ccc(NCc2ccc3c(c2)OCO3)cc1Cl,83,96,-21,128,98,2,90,-1
Cc1ccc(-n2c(N)c(C(=O)Nc3c(C)n(C)n(-c4ccccc4)c3=O)c3nc4ccccc4nc32)cc1C,107,105,0,96,105,0,107,-7
Cn1ccnc1C1CCCCN1Cc1nc(-c2ccc(Cl)cc2)no1 (stereo unspecified),95,97,8,100,107,0,98,6
CCOC(=O)CCCNC(=O)CCNC(=O)c1ccc(OCC)cc1,96,102,-3,89,100,0,96,3
CCOC(=O)c1ccc2nc(NC(NC(C)=O)(C(=O)OC)C(F)(F)F)sc2c1 (stereo unspecified),104,101,-7,101,100,0,99,2
Cc1cc(NC(=O)CCN2C(=O)/C(=C\c3ccccc3)SC2=S)no1,101,104,3,104,100,0,99,2
CCc1ccc(NC(=O)CN(c2ccc3c(c2)OCO3)S(=O)(=O)c2c(C)noc2C)cc1,103,107,44,101,105,3,99,3
COc1ccc(C2=NN(C(=O)c3ccco3)C(c3ccco3)C2)cc1OC (stereo unspecified),100,100,-3,100,100,0,100,-2
COc1cc(C(=O)NC(C)Cc2cccs2)cc(OC)c1OC (stereo unspecified),99,102,14,101,107,0,101,-13
Cc1ccc(-n2[nH]c(C)c(/C=N/N3C(=O)c4cccc5cccc(c45)C3=O)c2=O)cc1,118,95,-6,134,112,4,94,0

# Of the compounds above, these have a CF3 group.
SMILES,CIT2 TOR yeast,AGP1-GFP MLPCN,VLA-4 inh,LAP4 TOR yeast,MEP2 TOR yeast,GRK2 inh,RPL19A TOR yeast,GASC-1 inh
Cc1nc(-c2nnc(SCC(=O)Nc3cc(C(F)(F)F)cc(C(F)(F)F)c3)n2C)cs1,86,100,-2,101,87,0,91,1
CCOC(=O)c1ccc2nc(NC(NC(C)=O)(C(=O)OC)C(F)(F)F)sc2c1 (stereo unspecified),104,101,-7,101,100,0,99,2

# Remaining list, next part:
SMILES,CIT2 TOR yeast,AGP1-GFP MLPCN,VLA-4 inh,LAP4 TOR yeast,MEP2 TOR yeast,GRK2 inh,RPL19A TOR yeast,GASC-1 inh
COc1ccc(C(=O)N2CCC(n3nnc4cc(F)ccc43)CC2)cc1OC,104,102,6,95,103,0,103,14
CCCCC(CC)CNC(=O)Cn1c(=O)[nH]c2ccsc2c1=O (stereo unspecified),100,98,13,99,106,2,104,-2
COc1ccc(C(=O)CN2CCN(c3ccc(Cl)cc3)CC2)cc1OC,102,96,3,92,106,1,100,11
Cn1cccc1C(=O)OCC(=O)NCc1ccc2c(c1)OCO2,105,96,10,96,101,0,99,12
CCN1CCCC1CNCc1ccc(Cl)cc1Cl (stereo unspecified),91,94,-9,93,93,0,94,5
N#CCN1CCCC(C(N)=O)C1 (stereo unspecified),96,100,1,94,98,2,103,9
O=C(O)CS(=O)(=O)c1ccc(Oc2ccc(S(=O)(=O)CC(=O)O)cc2)cc1,96,96,2,103,100,0,98,4
O=C(CSc1ncccn1)NC1CCS(=O)(=O)C1 (stereo unspecified),109,107,5,100,104,3,102,-8
C/C=C/c1ccc(OCCN2CCc3ccccc3C2)c(OC)c1,101,101,20,93,104,0,104,-4
COc1ccc(OCCCC(=O)Nc2cccc(SC)c2)cc1,93,103,-2,129,101,0,101,-2
Cc1ccc(S(=O)(=O)N2CCN(C(=O)COC(=O)c3ccc(Br)o3)CC2)c(C)c1,97,104,-3,104,96,0,96,1
CCCCCOC(=O)C(C)Sc1n[nH]c(=O)[nH]c1=O (stereo unspecified),107,101,-3,90,108,2,106,6
COCCOC(=O)c1[nH]c2c(c1C)C(=O)CC(c1cc(OC)ccc1OC)C2 (stereo unspecified),97,97,-16,98,101,5,92,1
COCCNC(=O)C1CCN(S(=O)(=O)c2c(C)noc2/C=C/c2cccs2)CC1,100,110,6,107,100,1,100,2
O=C1CSC(c2cn(-c3ccccc3)nc2-c2cc3ccccc3o2)N1Cc1ccccc1 (stereo unspecified),87,89,-6,91,89,1,93,-21

# Given with values ahead of the structure: entries from further up.
CIT2 TOR yeast	AGP1-GFP MLPCN	VLA-4 inh	LAP4 TOR yeast	MEP2 TOR yeast	GRK2 inh	RPL19A TOR yeast	GASC-1 inh	SMILES
100	100	-3	100	100	0	100	-2	COc1ccc(C2=NN(C(=O)c3ccco3)C(c3ccco3)C2)cc1OC (stereo unspecified)
99	102	14	101	107	0	101	-13	COc1cc(C(=O)NC(C)Cc2cccs2)cc(OC)c1OC (stereo unspecified)
118	95	-6	134	112	4	94	0	Cc1ccc(-n2[nH]c(C)c(/C=N/N3C(=O)c4cccc5cccc(c45)C3=O)c2=O)cc1
104	102	6	95	103	0	103	14	COc1ccc(C(=O)N2CCC(n3nnc4cc(F)ccc43)CC2)cc1OC
100	98	13	99	106	2	104	-2	CCCCC(CC)CNC(=O)Cn1c(=O)[nH]c2ccsc2c1=O (stereo unspecified)
102	96	3	92	106	1	100	11	COc1ccc(C(=O)CN2CCN(c3ccc(Cl)cc3)CC2)cc1OC
105	96	10	96	101	0	99	12	Cn1cccc1C(=O)OCC(=O)NCc1ccc2c(c1)OCO2
91	94	-9	93	93	0	94	5	CCN1CCCC1CNCc1ccc(Cl)cc1Cl (stereo unspecified)
96	100	1	94	98	2	103	9	N#CCN1CCCC(C(N)=O)C1 (stereo unspecified)
96	96	2	103	100	0	98	4	O=C(O)CS(=O)(=O)c1ccc(Oc2ccc(S(=O)(=O)CC(=O)O)cc2)cc1
109	107	5	100	104	3	102	-8	O=C(CSc1ncccn1)NC1CCS(=O)(=O)C1 (stereo unspecified)
101	101	20	93	104	0	104	-4	C/C=C/c1ccc(OCCN2CCc3ccccc3C2)c(OC)c1
93	103	-2	129	101	0	101	-2	COc1ccc(OCCCC(=O)Nc2cccc(SC)c2)cc1
97	104	-3	104	96	0	96	1	Cc1ccc(S(=O)(=O)N2CCN(C(=O)COC(=O)c3ccc(Br)o3)CC2)c(C)c1
107	101	-3	90	108	2	106	6	CCCCCOC(=O)C(C)Sc1n[nH]c(=O)[nH]c1=O (stereo unspecified)
97	97	-16	98	101	5	92	1	COCCOC(=O)c1[nH]c2c(c1C)C(=O)CC(c1cc(OC)ccc1OC)C2 (stereo unspecified)

# Next records.
SMILES,CIT2 TOR yeast,AGP1-GFP MLPCN,VLA-4 inh,LAP4 TOR yeast,MEP2 TOR yeast,GRK2 inh,RPL19A TOR yeast,GASC-1 inh
COc1ccc(CCOC(=O)CNC(=O)c2ccc(Cl)cc2Cl)cc1,92,99,21,107,92,0,102,-3
COC(=O)C1=C(C(=O)OC)[C@@H]2N(C)c3ccc(OC)cc3[C@@]23C[C@@H](C(=O)OC)N=C3N1,70,80,-2,109,94,0,99,-1
COc1ccc(NC(=O)c2onc(C)c2Cl)cc1,98,95,9,105,97,0,95,-2
O=C(CN(C(=O)Cn1nnc(-c2ccc(F)cc2)n1)c1cnc2ccccc2c1)NCC1CCCO1 (stereo unspecified),103,100,-1,101,89,3,97,-5
O=C(O)CN1C(=O)/C(=C\c2cc(Br)ccc2OCc2ccccc2F)SC1=S,98,93,-1,93,101,0,98,1
